mouse EphA4 binding = EphA4 ligand-binding antagonists – biochemical, colorimetric, mouse EphA4, primary screen (AID 689) | EphA4-AP binding to KYL peptide, pNPP A405; higher % means a stronger effect | inhibition, % at 10 µM, or IC50 in µM where a hit was titrated | 0.1% of 62,000 active; in the data active = a potency from the dose series; inactive = the rest, 99 in 100 with inhibition below about 22%
Starred values were filed as active, the others as inactive. The list is partial; count on the stated rates, not on these rows.

SMILES	mouse EphA4 binding
O=C(O)CC(=O)NC12CC3CC(CC(C3)C1)C2	-34.5%
CNc1nc(NCCOC23CC4CC(CC(C4)C2)C3)nc(OCC(F)(F)F)n1	-2.0%
CCOC(=O)c1cccc(NC(=O)/C=C/c2cccc([N+](=O)[O-])c2)c1	-4.9%
CCCCCn1c(=O)[nH]c2cc(C(=O)NCCN(CC)CC)ccc2c1=O	-11.8%
COc1cccc(OC)c1C(=O)Nc1cccc(C(=O)c2ccccc2)c1	-11.1%
CCOc1ccc(NC2=NCC(=O)N2CCc2ccccc2)cc1	7.7%
Cc1ccc(CNC(=O)C(C)OC(=O)c2ccco2)cc1 (stereo not drawn)	-9.5%
Cc1ccc(S(=O)(=O)c2c(N)n(NC(=O)C3CC3)c3nc4ccccc4nc23)cc1	1.4%
Cc1ccc(NS(=O)(=O)c2ccc([N+](=O)[O-])cc2)cc1	2.8%
COc1ccc(-c2noc(CCCC(=O)NCc3ccco3)n2)cc1OC	-10.4%
CCCOc1nc2ccccc2nc1NS(=O)(=O)c1ccccc1	-3.7%
O=C(Nc1ccc(N2CCOCC2)cc1N1CCOCC1)c1ccc([N+](=O)[O-])cc1	-11.4%
CCn1nc(C(=O)OCC(=O)NCCN2C(=O)CSC2=O)c2ccccc2c1=O	-7.1%
COc1ccc(-c2cn3ccccc3n2)cc1Br	-8.8%
COc1ccc(Cn2c(C3CC3)nc3ccc(NC(=O)c4ccco4)cc3c2=O)cc1	-1.8%
COC(=O)Cn1cc(/C=C2\C(=O)NC(=O)N(c3cccc(F)c3)C2=O)c2ccccc21	-2.0%
Cc1ccc(CSc2nnc(-c3ccccn3)n2C)cc1	-0.7%
COC(=O)CN(c1cccc(OC)c1)S(C)(=O)=O	-2.0%
O=C(CCCCCn1c(SCC(=O)c2ccccc2)nc2ccccc2c1=O)NCc1ccco1	-9.4%
COC(=O)c1cc(NC(=O)Cc2coc3cc(OC)ccc23)cc(C(=O)OC)c1	5.2%
COC(=O)Nc1ccc(=O)n(Cc2c(Cl)cccc2Cl)c1	-6.2%
COc1ccccc1N(CC(O)CN1C(=O)NC(C)(C)C1=O)S(=O)(=O)c1ccc(C)cc1 (stereo not drawn)	4.5%
COCCNC(=O)CNS(=O)(=O)c1ccc2nc(C)sc2c1	-8.4%
CCc1c(C)nc2ncnn2c1NCCc1ccc(OC)cc1	-14.2%
CN(C)c1ccc(P(=O)(OCc2ccccc2)C(O)c2ccncc2)cc1 (stereo not drawn)	-3.5%

Looked up by compound from the list above:
SMILES	mouse EphA4 binding
COc1cccc(OC)c1C(=O)Nc1cccc(C(=O)c2ccccc2)c1	-11.1%
CNc1nc(NCCOC23CC4CC(CC(C4)C2)C3)nc(OCC(F)(F)F)n1	-2.0%
Cc1ccc(CNC(=O)C(C)OC(=O)c2ccco2)cc1 (stereo not drawn)	-9.5%
CCCOc1nc2ccccc2nc1NS(=O)(=O)c1ccccc1	-3.7%
Cc1ccc(CSc2nnc(-c3ccccn3)n2C)cc1	-0.7%

6 of the entries above in order of their number in mouse EphA4 binding, rising:
SMILES	mouse EphA4 binding
O=C(O)CC(=O)NC12CC3CC(CC(C3)C1)C2	-34.5%
Cc1ccc(CNC(=O)C(C)OC(=O)c2ccco2)cc1 (stereo not drawn)	-9.5%
CCOC(=O)c1cccc(NC(=O)/C=C/c2cccc([N+](=O)[O-])c2)c1	-4.9%
COC(=O)CN(c1cccc(OC)c1)S(C)(=O)=O	-2.0%
Cc1ccc(S(=O)(=O)c2c(N)n(NC(=O)C3CC3)c3nc4ccccc4nc23)cc1	1.4%
CCOc1ccc(NC2=NCC(=O)N2CCc2ccccc2)cc1	7.7%

Next part.
SMILES	mouse EphA4 binding
O=S1(=O)N=C(Oc2ccccc2)c2ccccc21	1.3%
CCCNC(=O)c1cccc(C(F)(F)F)c1	9.6%
COc1ccc(-n2nnnc2SCc2nc(N)nc(N3CCOCC3)n2)cc1	-8.2%
COc1cc(OC)c(OC)cc1CN(C)C(c1ccccc1)c1nnnn1-c1ccccc1C (stereo not drawn)	-2.9%
CS(=O)(=O)N(CC(=O)Nc1cccc(Br)c1)c1ccc(Cl)cc1	-3.9%
c1ccc(CCn2c3ccccc3c3nnc(SCc4ccc5nonc5c4)nc32)cc1	8.8%
Cc1ccc(-n2nc(C)c3c2OC(N)=C(C#N)C3c2cccs2)cc1 (stereo not drawn)	-13.2%
Cn1cc(/C=N/n2cnc3sc4c(c3c2=O)CCCC4)c2ccccc21	2.0%
CCC(=O)Nc1cccc(NC(=O)CSc2nnnn2C2CCCC2)c1	0.2%
CCCc1cc(=O)oc2cc(C)cc(OCC(=O)O)c12	-0.8%
O=C(CSc1ncccc1-c1nc2ccccc2[nH]1)NCc1ccco1	9.3%
CSCc1cc(N(C)C)nc(SCc2ccc(Cl)c(Cl)c2)n1	4.6%
Cc1c(C(=O)Nc2ccc(I)cc2Cl)oc2ccccc12	-1.1%
COc1ccccc1NC(=O)Cn1cnc2c(cnn2-c2ccc(C)c(C)c2)c1=O	1.3%
COC(=O)CCN(C1CCCCC1)S(=O)(=O)c1ccc(S(=O)(=O)N2CCCCC2)cc1	-2.5%
N#CC[n+]1cc(-c2ccc(Cl)cc2)n2c1CCC2	0.8%
COc1cc(-c2nc3ccccn3c2/N=C/c2ccccc2)ccc1O	-4.7%
Cn1c(=O)c2cc(S(=O)(=O)NC(C(=O)N3CCCCCC3)c3ccccc3)ccc2n(C)c1=O (stereo not drawn)	-1.2%
CC(Sc1ccc2c(c1)OCCO2)C(=O)Nc1ncc(Cl)cc1Cl (stereo not drawn)	-7.8%
COc1ccc(CCNC(=O)c2nnc(Cc3ccc(Cl)cc3)o2)cc1OC	-10.1%
COc1ccc(CCNS(=O)(=O)c2ccc(Cl)s2)cc1OC	-5.0%
Cc1ccc(S(=O)(=O)Cn2nnnc2C(C(C)C)N2CCN(Cc3ccco3)CC2)cc1 (stereo not drawn)	-13.8%
O=C(CSc1nnc(-c2ccccc2)n1Cc1ccccc1)N1CCCC1	-2.8%
CCn1cc(/C=C2/C(=O)NN(c3ccccc3)C2=O)c2ccccc21	-9.6%
Cc1ccc(S(=O)(=O)Cc2ccc(C(=O)N3CCCC3)o2)cc1	16.6%

The results go on.
SMILES	mouse EphA4 binding
COC(=O)CN1C(=S)N(Cc2ccccc2)C(=O)C1CC(=O)Nc1ccc(Br)cc1 (stereo not drawn)	-6.6%
Fc1cccc(-c2cc3nc4c(c(NCc5ccco5)n3n2)CCCC4)c1	2.3%
O=C(N/N=C/CCc1ccccc1)c1ccccc1	-9.3%
CCc1ccc(NC(=O)CSc2nc3ccccc3c(=O)n2CCCC(=O)N2CCCC2)cc1	-4.5%
Cc1ncc([N+](=O)[O-])n1CCOC(=O)NC(NCc1ccccc1)C(Cl)(Cl)Cl (stereo not drawn)	-11.3%
O=C1/C(=C\c2ccc(-c3ccc([N+](=O)[O-])cc3Br)o2)SC(=S)N1c1ccccc1	3.7%
c1cncc(-c2nc(NCC3COc4ccccc4O3)c3ccccc3n2)c1 (stereo not drawn)	-0.3%
CN(C)C(=O)N1CCC(C(=O)NCc2ccc(F)cc2)CC1	-11.5%
CCOc1cc(NC(=O)CC(C)C)c(OCC)cc1NC(=O)CCn1nnc2ccccc21	-10.2%
CC(=O)c1cccc(NC(=O)c2cc(C(C)C)on2)c1	-3.8%
CCOc1ccccc1Oc1c(C)oc2c(CN3CCN(C)CC3)c(O)ccc2c1=O	-4.9%
COc1ccccc1N1CCN(CCOc2c(OC)cccc2OC)CC1	2.5%
Cc1ccc(-c2nc3ccccc3o2)cc1NC(=S)NC(=O)c1ccco1	-3.9%
CCOc1ccc(N(CC(N)=O)S(C)(=O)=O)cc1	2.4%
O=C(COC(=O)c1ccc(S(=O)(=O)N2CCCC2)cc1)NCc1ccc(Cl)cc1	-9.2%
CCOc1cc(OCC)cc(C(=O)Nc2cccc([N+](=O)[O-])c2)c1	-5.6%
COc1ccccc1NS(=O)(=O)c1cccc(C(=O)NN)c1	-6.2%
COc1cc(NC(=O)CSc2nc3ccccc3c(=O)n2C)ccc1NC(=O)c1ccco1	-8.3%
COc1ccc(-c2cc(C(=O)Nc3sc4c(c3C#N)CCCC4)c3ccccc3n2)cc1OC	4.1%
COc1ccccc1-n1cnnc1SCC(=O)Nc1ncc(Cl)cc1Cl	-6.6%
CCOC(=O)C1C(=O)CC(C)(O)C(C(=O)OCC)C1c1cccc(OC)c1 (stereo not drawn)	3.3%
Cc1cc(C)n(-c2nc3c(c(=O)[nH]c(=O)n3C)n2C)n1	-6.9%
Cc1c2c(nc3c(C(=O)NC4CCCCC4C)cnn13)CCCC2 (stereo not drawn)	4.2%
Cc1[nH]c2ccc(-c3nnc(SCC(=O)c4ccc(F)cc4)o3)cc2c1C	-5.2%
CCC(C)N1C(=O)CCC1C(=O)N1CCN(c2ccc(F)cc2)CC1 (stereo not drawn)	-0.6%

Continued:
SMILES	mouse EphA4 binding
O=[N+]([O-])c1cc(Cl)ccc1Sc1cccc2cccnc12	8.2%
CC1=C(C(=O)N(C)C)C(c2ccc(Cl)c(Cl)c2)NC(=O)N1 (stereo not drawn)	-3.3%
FC(F)(F)c1cc(-c2ccco2)nc(-n2cnc3ccccc32)n1	-18.5%
C=CCn1cc(-c2ccc(Cl)cc2)cc(C#N)c1=O	-0.5%
CCS(=O)(=O)N1CCN(C(=O)C(c2ccccc2)c2ccccc2)CC1	5.2%
COCCNC(=O)c1ccc(CS(=O)(=O)c2ccc(Cl)cc2)o1	-8.5%
O=C(/C=C/c1cc(Br)cs1)Nc1cccc(C(F)(F)F)c1	8.5%
Nc1cccc(-n2nncc2-c2ccccc2)c1	-20.5%
NC(=O)C1=NOC(CNc2ncc(C(F)(F)F)cc2Cl)C1 (stereo not drawn)	13.1%
CC1(C)Cc2ccccc2-c2nnc(-c3cccnc3)n21	-6.4%
COc1cccc(C(=O)NCC(=O)n2nc(C)cc2C)c1	-3.7%
Cc1cccc(CSc2nnc(NC(=O)CSc3nnc(C)s3)s2)c1	1.0%
COc1cc(OC)cc(OCC(O)Cn2cnc3cc(C)c(C)cc32)c1 (stereo not drawn)	8.8%
CCOC(=O)C1CCCN(CCCc2ccccc2)C1 (stereo not drawn)	-11.5%
CCOc1ccc(S(=O)(=O)Nc2ccccc2SC)c2cccnc12	-10.6%
CC1CCc2nn(CC(=O)NC3CCCC3)cc2C1 (stereo not drawn)	-11.7%
CCCN(CCC)S(=O)(=O)c1ccc(NC(=O)COc2ccccc2)cc1	4.9%
COCc1cc(C)nc(SCC(=O)Nc2cc3c(cc2C#N)OCO3)c1C#N	-10.1%
O=C(NC1CCCCC1)N1CCN(c2ncccn2)CC1	-10.0%
Cc1ccc(C(=O)NCCSC(C)(C)C)cc1	-9.8%
Cc1cccc(OCC(=O)Nc2ccc(C(=O)NCc3cccnc3)cc2)c1	-2.6%
Cc1ccc(N2Cc3ccccc3OC(C)C2=O)cc1 (stereo not drawn)	-0.6%
C(=N\Nc1ncnc2sc3c(c12)CCC3)/c1ccncc1	-3.9%
CN(C)c1cccc(C(=O)Nc2ccncc2)c1	-7.5%
COc1ccc(NC(=O)c2cccc(S(=O)(=O)N3CCOCC3)c2)cn1	-2.3%

Continued.
SMILES	mouse EphA4 binding
Cc1c(CCC(=O)O)c(=O)oc2cc(O)ccc12	-4.1%
Cc1c(OCC(=O)OCc2ccccc2)ccc2c3c(c(=O)oc12)CCC3	8.3%
CC(Oc1ccccc1)C(=O)Nc1cccc(-c2nc3ccccc3[nH]2)c1 (stereo not drawn)	-9.0%
O=C(/C=C/c1ccco1)Nc1cccc(-c2nc3ccccc3[nH]2)c1	-12.9%
O=[N+]([O-])c1ccc(N2CCN(S(=O)(=O)Cc3ccccc3)CC2)cc1NC1CC1	2.0%
Cc1cc(Cl)ccc1OCC(=O)NCCO	7.1%
Cc1cc(NC(=O)CCN2C(=O)c3ccccc3C2=O)no1	6.5%
CCOC(=O)N1CCC(NS(=O)(=O)c2ccc3c(c2)OCC(=O)N3)CC1	-11.4%
Cc1c(NS(=O)(=O)c2cccs2)c(=O)n(-c2ccccc2)n1C	-22.8%
O=C(c1cccn2c(=O)c3cc4ccccc4cc3nc12)N1CCN(c2ccccc2)CC1	0.1%
Cc1cc(=O)oc(C)c1C(=O)NCCc1ccccc1	5.0%
Cc1ccc(C)c(N2CCN(c3ncnc4c3cnn4-c3ccccc3)CC2)c1	4.4%
COc1ccc(CCn2c(N)c(C(=O)NCc3ccco3)c3nc4ccccc4nc32)cc1OC	1.7%
O=C(COC(=O)CCOc1ccccc1)NCc1ccco1	14.1%
O=C(Nc1ccc2c(c1)OCO2)C1CCN(S(=O)(=O)c2cccc3cccnc23)CC1	-1.7%
CC1(C)OC2OC(COC(=O)c3ccccc3)C3OC(C)(C)OC3C2O1 (stereo not drawn)	-5.0%
CCn1c(=S)sc2c(=O)n(-c3ccccc3)c(SC)nc21	5.1%
COc1ccc(C(=O)CSc2nnc(Cn3cnc4ccccc43)o2)cc1	-19.2%
COc1ccc(C=O)c2c(OC)cccc12	-7.5%
COc1ccc(N(CC(=O)Nc2ccc(I)cc2)S(C)(=O)=O)cc1	-8.7%
COc1ccc2c(c1OC)C(=O)N(C(C)C(=O)O)C2=O (stereo not drawn)	5.8%
CC(C(=O)O)N1C(=O)/C(=C/c2ccc([N+](=O)[O-])cc2)SC1=S (stereo not drawn)	3.4%
COc1cccc(-c2nc3cc(C)ccc3o2)c1	3.9%
CCOC(=O)Cn1c(=O)oc2cc(S(=O)(=O)N3CCC(N4CCCCC4)CC3)ccc21	-0.2%
COc1cc(NC2c3ncccc3C(=O)N2Cc2ccco2)cc(OC)c1 (stereo not drawn)	3.4%

More entries
SMILES	mouse EphA4 binding
Clc1cccc(Cl)c1NC1=NCCC1	-19.0%
CC(C)(C)c1ccc(S(=O)(=O)NCCc2ccncc2)cc1	-5.6%
CCOC(=O)c1c(C)[nH]c(C(=O)Cn2nnc(-c3ccc(Cl)cc3)n2)c1C	-6.5%
CCOc1ccc(NC(=O)NCCCn2c(C)nc3cc(C)c(C)cc32)cc1	1.7%
CCOc1ccc2[nH]c(=O)c(CN(CCO)Cc3nnnn3CCc3ccccc3)cc2c1	-2.5%
CC1=C(C#N)c2nc(N)c(C#N)c(C)c2/C1=C/c1ccc(-c2cccc(C(=O)O)c2)o1	2.0%

Assay outcomes from PubChem BioAssay.
